# Source: PubChem
# CCR6 antag – CCR6 (human) receptor antagonism | inhibition, % at 20 µM | CHO-K1 CCR6 PathHunter beta-arrestin, luminescence, CCL20-stimulated | AID 493098 | 0.49% of 340,000 active;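 active = compounds whose inhibition of the agonist-driven luminescence signal at 20 µM reaches about 50%, limit read from the data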;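 note: cells stimulated with CCL20 at 14 nM final; plate controls were DMSO with CCL20 for no effect and DMSO without agonist for full effect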
# Target sequence (P51684 whole entry, looked up): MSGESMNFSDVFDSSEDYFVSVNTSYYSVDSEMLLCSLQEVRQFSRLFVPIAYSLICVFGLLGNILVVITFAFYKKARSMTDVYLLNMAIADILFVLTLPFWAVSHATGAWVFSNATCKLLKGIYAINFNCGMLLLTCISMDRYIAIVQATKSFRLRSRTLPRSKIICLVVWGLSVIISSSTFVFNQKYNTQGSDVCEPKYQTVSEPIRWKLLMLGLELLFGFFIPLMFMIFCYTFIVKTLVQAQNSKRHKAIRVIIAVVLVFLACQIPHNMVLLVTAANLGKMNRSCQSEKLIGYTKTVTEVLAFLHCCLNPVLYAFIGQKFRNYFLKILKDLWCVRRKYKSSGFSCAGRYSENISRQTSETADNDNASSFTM
# APJ antagonist – antagonists of human APJ apelin receptor; P35414; CHO-K1 APJ beta-arrestin complementation, luminescence; inhibition, % at 20 µM; 0.32% of 330,000 active;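 active = inhibition above about 40% at 20 µM, limit read from the data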;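 note: cells challenged with 10 nM apelin-13 agonist together with compound; plate controls were apelin-13 plus DMSO wells for no effect and DMSO wells lacking apelin-13 for full effect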
# Gli-Sufu antag – Gli-Sufu pathway antagonism. Sufu-KO-LIGHT fibroblasts, Gli luciferase reporter luminescence. inhibition, % at 5 µM. 0.74% of 340,000 active. AID 588413;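 active = inhibition above about 55%, limit read from the data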;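 note: 0% = DMSO-treated cells and 100% = wells with medium but no cells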
# EBI2 block – blocks human EBI2 receptor beta-arrestin signaling; inhibition, % at 5 µM; EBI2 beta-arrestin recruitment, luminescence, 7a,25-OHC stimulated; 0.81% of 360,000 active; in the data active = inhibition above about 38%;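 note: enzyme fragment complementation signal reports receptor beta-arrestin coupling in cells; 0% = agonist plus DMSO wells and 100% = wells without agonist; some results beyond the cut were filed as inactive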
# UBC13 polyUb – inhibitors of human UBC13 polyubiquitin chain formation | inhibition, % at 20 µM | 0.47% of 330,000 active | AID 485273 | TR-FRET; in the data active = inhibition above about 45%, passing the limit was not always enough; inconclusive = no clear call, values can overlap the other calls
# Target sequence (P61088 whole entry, looked up): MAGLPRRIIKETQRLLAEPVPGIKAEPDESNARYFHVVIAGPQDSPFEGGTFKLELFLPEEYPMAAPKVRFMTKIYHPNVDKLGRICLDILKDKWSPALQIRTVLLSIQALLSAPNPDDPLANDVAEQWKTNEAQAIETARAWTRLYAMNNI
# APJ agonist – agonists of human APJ apelin receptor; CHO-K1 APJ PathHunter beta-arrestin, luminescence; 0% DMSO wells, 100% apelin; activation, % at 20 µM; 0.11% of 330,000 active; AID 2520;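 active = activation more than six SD over the plate average, tested at 20 µM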;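 note: 0% = DMSO alone and 100% = apelin-13 at 10 nM; some results filed as inactive read as strong as hits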
#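 Assay system: engineered CHO-K1 APJ arrestin reporter cells; Amount: 1000 CHO-K1 reporter cells seeded per well; Dosing: one dose, 20 µM compound, 1% DMSO; Times: compound stimulation 90 min at 25 °C, detection 60 min; Measured by: luminescent beta-gal fragment complementation, chemiluminescent substrate; Read-out: APJ–arrestin association signal; Controls: DMSO vs Apelin-13 10 nM.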
# CXCR6 block – blocks human CXCR6 beta-arrestin recruitment. O00574. CHO-K1 PathHunter CXCR6 beta-arrestin, luminescence. inhibition, % at 20 µM. 0.36% of 360,000 active; in the data active = inhibition above about 34%, passing the limit was not always enough;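 note: antagonist mode with CXCL16 agonist at 10 nM final; 0% = 10 nM CXCL16 with DMSO and 100% = unstimulated wells without agonist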
# ATG4B inh – inhibitors of human ATG4B cysteine protease; 0.51% of 340,000 active; Q9Y4P1; ATG4B cleavage of LC3-PLA2, NBD-HPC fluorescence, 1 h; AID 504462; inhibition, % at 8.33 µM; in the data active = inhibition above about 40%
# Target sequence (Q9Y4P1 whole entry, looked up): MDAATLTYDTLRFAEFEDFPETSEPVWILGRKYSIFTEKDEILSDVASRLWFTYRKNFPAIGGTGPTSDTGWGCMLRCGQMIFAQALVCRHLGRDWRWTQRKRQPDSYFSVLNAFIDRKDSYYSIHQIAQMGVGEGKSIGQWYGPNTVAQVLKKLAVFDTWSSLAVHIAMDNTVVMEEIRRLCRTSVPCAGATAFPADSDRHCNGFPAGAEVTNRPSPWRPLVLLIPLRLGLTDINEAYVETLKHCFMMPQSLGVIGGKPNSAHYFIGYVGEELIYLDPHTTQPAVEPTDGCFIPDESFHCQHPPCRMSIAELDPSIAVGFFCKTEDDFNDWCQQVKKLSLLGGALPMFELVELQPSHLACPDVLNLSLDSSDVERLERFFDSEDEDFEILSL
# * marks the source's active call; other numbers are inactive results; ? = inconclusive; · = no result given.
Compound,Gli-Sufu antag,APJ antagonist,UBC13 polyUb,CXCR6 block,APJ agonist,CCR6 antag,EBI2 block,ATG4B inh
COc1ccc(-n2nc(C(=O)NCC(=O)NCc3ccccc3OC)c3ccccc3c2=O)cc1,-19,6,8,3,1,12,4,0
COc1ccccc1N1CCN(C(=O)C2CCN(S(=O)(=O)c3ccccc3F)CC2)CC1,0,-2,-6,8,-3,-8,-1,0
COc1cc(OC)cc(C(=O)NC(C)CCc2ccccc2)c1 (centres undefined),2,-22,2,-4,-3,11,0,8
O=C(COC(=O)c1ccc(Cl)nc1)NNC(=O)c1ccc(Cl)cc1,-6,1,2,-7,18,1,-6,-2
NC(=O)C(c1cccc(Cl)c1)c1ncc(C(F)(F)F)cc1Cl (centres undefined),3,-11,4,5,0,4,-10,1
CC(=O)Nc1cccc(C(=O)OCC(=O)NC(C)c2ccc(F)cc2)c1 (centres undefined),-10,-18,-14,7,-3,15,-19,-7
COc1cc(C(=O)NNC(=O)C2CCC2)cc(OC)c1OC,1,2,5,-8,-5,5,4,-9
CC(=O)NC(=S)Nc1ccc(S(=O)(=O)N2CCOCC2)cc1,-1,-2,5,8,-2,16,4,-7
CCNC(=S)N1CCN(c2ccccn2)CC1,9,10,4,3,0,6,-5,-11
CCCN1C2CCCC1CC(NC(=S)Nc1cccc(C)c1)C2 (centres undefined),19,4,9,-2,-3,-3,-7,-5
O=C(c1ccco1)N1N=C(c2ccc3nccnc3c2)CC1c1ccccc1 (centres undefined),-2,-4,-16,1,-1,-2,-5,-6
S=c1[nH]nc(Cc2ccccc2)n1-c1ccc(Cl)cc1,0,15,-1,-3,-2,8,7,-10
NC(Cc1ccccc1)C(O)(c1ccccc1)c1ccccc1 (centres undefined),14,1,20,6,-5,11,12,1
CC(C)(C)N(CC(=O)NC1CCCCC1)C(=O)CS(=O)CC(=O)Nc1ccc(F)cc1 (centres undefined),14,9,0,6,1,5,13,0
CCOC(=O)c1sc(NC(=O)CN2CC(C)OC(C)C2)nc1C (centres undefined),0,3,-1,2,-3,8,5,-4
O=[N+]([O-])c1cc(-n2cccc2)ccc1N1CCOCC1,-6,11,-14,1,-4,17,1,1
C/C(=C\C(=O)c1ccc(Br)cc1)NNC(=O)c1ccccc1,54,35,-7,29,-8,65*,6,-1
C=CCn1c(COc2ccccc2F)nnc1SCC(=O)NC(=O)NCc1ccco1,-10,-16,-5,2,2,18,-4,-1
COC(=O)c1sccc1NC(=O)CSc1ccccc1N,-4,-5,4,-1,-5,0,7,-2
CC(Oc1ccc(Cl)cc1)C(=O)N1CCN(C(=O)c2ccco2)CC1 (centres undefined),6,16,6,0,-3,-12,-2,-10
COc1ccccc1N1CC(C(=O)NCC2COc3ccccc3O2)CC1=O (centres undefined),0,-14,5,4,-2,5,6,-2
CCOC(=O)C1=C(CSc2nc3ccccc3s2)NC(=O)NC1c1cccc([N+](=O)[O-])c1 (centres undefined),-5,-2,-4,2,-3,12,14,-1
Cc1ccc(C(=O)Nc2nc(C(C)(C)C)cs2)s1,-90,-13,-1,4,-2,27,-2,12
CCOC(=O)C(=O)/C(=C\N(C)C)c1onc(-c2c(Cl)cccc2Cl)c1C(=O)OC,2,1,1,0,-3,4,-3,9
Cc1cc(C)c(CN2CCC(n3nccc3NC(=O)c3ccccc3Cl)CC2)cc1C,42,4,-8,3,8,11,21,-2
Cc1cc(C(=O)NC2CCCc3c2cnn3-c2ccc(C)c(C)c2)no1 (centres undefined),17,4,11,-14,-3,25,-13,4
O=C(CNC(=O)c1cccc(Br)c1)N/N=C/c1cccs1,-7,1,-4,10,1,17,11,0
CN1C(=O)C(CC#N)(C2(CC#N)C(=O)N(C)c3ccccc32)c2ccccc21 (centres undefined),-4,·,·,0,·,-1,-9,-4
N#CCCCn1c(-c2ccccc2)noc1=O,0,-7,3,3,-3,-32,-4,5
COc1ccc(C(=O)NCCN2CCCC2)cc1[N+](=O)[O-],14,2,4,-14,-1,12,0,-5
Cc1sc2ncn(CC(=O)Nc3ccccc3F)c(=O)c2c1-c1ccccc1,1,10,0,8,-4,12,0,-11
Cc1ccc(Sc2nnc(-c3ccccc3)cc2C#N)cc1,-3,-6,2,7,0,12,1,-8
CCc1ccc2[nH]cc(C(=O)OCCOC)c(=O)c2c1,2,-5,-1,-4,1,-3,-3,-6
Cc1cccc(NC(=S)N(C)C2CCCCC2)c1,-17,2,-7,-6,-2,6,-14,-9
CCOC(=O)C1=C(C)NC2=C(C(=O)CCC2)C1c1cccs1 (centres undefined),3,-10,4,-10,-8,6,0,-2
CC(C)CNC(=O)c1ccccc1NC(=O)c1ccccc1N(C)S(C)(=O)=O,-3,-1,6,8,-1,-5,-12,-8
CC(=O)c1ccc(S(=O)(=O)N2CCN(CC(=O)NC(=O)NC3CCCCC3)CC2)cc1,3,·,·,4,·,-7,-17,-10
CCc1ccc(S(=O)(=O)Nc2cccc(-c3ccc4nncn4n3)c2)s1,-8,0,-19,5,-1,3,3,6
Cn1c(/C=N/O)nc2ccccc21,4,17,1,-3,-7,6,3,3
NNC(=O)c1ccc(N2CCc3ccccc32)c([N+](=O)[O-])c1,0,-15,-108,0,-1,15,-6,-1
O=C(CSc1nnc(CNC(=O)c2c(F)cccc2F)o1)Nc1ccc2c(c1)OCCO2,-5,-7,3,5,1,4,4,4
N=c1ccn(O)cc1CCc1ccccc1,6,·,·,4,·,0,-1,-7
Cc1ccc(S(=O)(=O)NCC(c2cccnc2)N(C)C)cc1 (centres undefined),0,13,-6,-1,-4,0,1,5
CCc1nnc(NC(=O)CCN2C(=O)CCC2=O)s1,2,7,8,-1,4,9,0,-7
CC(OC(=O)c1cccnc1Cl)C(=O)Nc1ccc2c(c1)OCO2 (centres undefined),3,-5,3,-3,-3,-5,-3,-4
CCc1ccc(NC(=O)CCS(=O)(=O)c2ccc(Cl)cc2)cc1,3,16,8,-7,-5,8,0,-2
CCC(=O)Nc1cccc(NC(=O)CSc2nnnn2Cc2ccccc2)c1,-5,-15,-5,-10,4,19,1,-8
COc1ccc(Nc2oc(-c3ccc(Cl)cc3)nc2C#N)cc1,-131,-19,-1,-7,4,-8,5,-13
COc1ccccc1Nc1nccc(N(C)C)c1C#N,0,-10,-1,-2,-1,2,-3,2
Cc1cnc(NC(=O)c2sc3ccccc3c2Cl)s1,-94,22,14,33,-3,43,5,-3
C=CCNC(=S)Nc1ccc(Cl)cc1F,11,-3,-15,-2,-3,6,3,-1
O=C(NC(=S)NCCC1=CCCCC1)c1ccco1,-37,-11,4,6,-2,12,4,1
Cc1ccc(S(=O)(=O)CCc2nc3ccccc3s2)cc1,4,11,4,-7,-2,-10,-2,-1
CC1CC(C)CN(C(=O)CCC(=O)Nc2nnc(C(C)C)s2)C1 (centres undefined),-6,9,5,0,-3,9,-10,0
CCOC(=O)C1C(=O)NC(C)C1c1ccccc1 (centres undefined),4,-9,1,-2,-3,-2,-10,-4
CCOc1ccc(N(CC(=O)NCc2ccccc2)C(=O)Cn2nnc(-c3ccc(C)o3)n2)cc1,-27,-6,4,-8,0,14,5,18
COC(=O)c1ccc(COC(=O)c2cnccn2)cc1,-11,5,10,0,-2,13,-10,-10
COc1cc(OC)cc(-c2nnc(SCC(=O)N(Cc3ccccc3)C(C)(C)C)o2)c1,12,19,5,20,0,25,22,-9
CCOC(=O)C(=O)N1CCC(C(=O)OCC)CC1,7,-14,-1,-8,2,-1,0,2
O=S(=O)(c1ccc(NCc2ccc(F)cc2)nc1)N1CCCC1,-1,3,10,-3,0,5,2,-2

# The list goes on, overlapping the part above by four compounds.
Compound,Gli-Sufu antag,APJ antagonist,UBC13 polyUb,CXCR6 block,APJ agonist,CCR6 antag,EBI2 block,ATG4B inh
COC(=O)c1ccc(COC(=O)c2cnccn2)cc1,-11,5,10,0,-2,13,-10,-10
COc1cc(OC)cc(-c2nnc(SCC(=O)N(Cc3ccccc3)C(C)(C)C)o2)c1,12,19,5,20,0,25,22,-9
CCOC(=O)C(=O)N1CCC(C(=O)OCC)CC1,7,-14,-1,-8,2,-1,0,2
O=S(=O)(c1ccc(NCc2ccc(F)cc2)nc1)N1CCCC1,-1,3,10,-3,0,5,2,-2
CC(C)(C)OC(=O)NCCCCCNC(=O)c1nc[nH]c1C(=O)N1CCN(C(=O)OC(C)(C)C)CC1,2,-10,-2,0,-1,0,-13,-14
CS(=O)(=O)N(CC(=O)NCc1ccc2c(c1)OCO2)Cc1ccc(Cl)cc1,1,8,1,6,-1,8,13,-3
COC(=O)[C@]1(Cc2ccccc2)N[C@H](CN(C)S(=O)(=O)c2ccc(OC(F)(F)F)cc2)[C@@H]2C(=O)N(Cc3ccccc3)C(=O)[C@@H]21,-5,3,-9,1,-3,-7,30,22
FC(F)(F)C1CCCN(c2nsc3ccccc23)C1 (centres undefined),5,-32,?,-2,5,-6,-7,4
CC(=O)N1N=C(c2cccs2)CC1c1cc2cc(C)ccc2nc1Cl (centres undefined),10,12,-2,13,1,10,-19,-6
COc1ccc(N(CC(=O)N2CCOCC2)S(C)(=O)=O)c(OC)c1,3,-9,-9,0,-4,2,2,-4
O=C1C(Cc2ccc(F)cc2)SC(=Nc2ccccc2)N1c1ccccc1 (centres undefined),-9,-6,-6,-2,-2,18,4,2
Cc1nonc1-c1ccc2c(c1)OCO2,2,-1,2,1,-4,-7,-3,6
CCc1ccc2oc(-c3cc(N)ccc3O)nc2c1,2,-15,26,12,-4,-7,7,-6
Cc1ccc(C)c(Sc2ccc(S(=O)(=O)Nc3ccc(C(=O)O)cc3)cc2)c1,6,-3,-17,-2,-3,-1,5,4
COc1cccc(NC(=S)N(CCN(C)C)Cc2cccs2)c1,12,10,6,-6,2,8,2,2
COC(=O)C1(NC(=O)NC2CCCCC2)CCCCC1,1,15,8,9,0,1,4,-3
O=C1NC(=S)SC1=Cc1ccccc1Br,6,·,·,8,·,20,-5,11
CCc1nc2sc(C)c(C)c2c(=O)n1CCO,-75,-19,5,-13,-2,-10,-4,-10
COc1ccccc1CNC(=O)C(NS(=O)(=O)c1ccc2c(c1)oc(=O)n2C)C(C)C (centres undefined),9,3,8,0,-3,-3,-3,-6
CC(=O)c1ccc(S(=O)(=O)NC2CC(=O)N(c3cccc(F)c3)C2)cc1 (centres undefined),4,5,4,0,-2,1,-1,-5
O=C(Nc1ccncc1)c1ccc2ccccc2c1,-13,-5,-12,-3,0,5,0,-6
Nc1ccc2oc(C3CCCCC3)nc2c1,-34,-8,0,-3,-3,-5,-4,1
Cc1cccc(N2CCN(c3nc4ccccc4n4cnnc34)CC2)c1C,-6,1,17,5,-1,0,12,5
CC(C)[C@H](N[C@@H](C)c1ccccc1)c1c(O)ccc2ccccc12,8,-15,-2,-6,-2,9,0,0
CCOc1ccc(N(C)S(=O)(=O)c2cnc[nH]2)cc1,11,1,-2,-7,12,-9,-6,0
COc1ccc(NC(=O)Nc2ccc(O)c3ccccc23)cc1,6,-13,0,·,13,-9,·,-10
CC(C)Cn1cnc2c1c(=O)n(CC(=O)Nc1ccc3c(c1)OCO3)c(=O)n2Cc1ccccc1,-10,-4,-9,0,-3,-4,3,5
